Source: PubChem BioAssay
KAT2A inh = inhibitors of human GCN5L2 histone acetyltransferase; AID 504327; Q92830; 390,000 tested, 0.21% active; GCN5L2 HAT assay, ThioGlo1 CoA-SH fluorescence; Potency, µM (series often up to 58.9 µM), without a hit: at the top dose activity change, negative = inhibition, actives largely listed as inhibitors
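Compounds, pin-transferred from DMSO stocks, meet 20nM GCN5L2 for 15 min before the reaction begins with H3(1-25) peptide (75uM) and acetyl-CoA (70uM). Thiol-reactive ThioGlo1 reports CoA release over 20 min at room temperature.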
FEN1 inh = human FEN1 inhibition; P39748; 390,000 tested, 0.35% active; Potency, µM (doses to about 114 µM), for inactives: at the top dose activity change, negative = inhibition, actives largely listed as inhibitors; Recombinant FEN1 flap cleavage, fluorescence, 15 min; further: nearly all actives have a fitted effect of over 65% in size
Target sequence (P39748 whole entry, looked up): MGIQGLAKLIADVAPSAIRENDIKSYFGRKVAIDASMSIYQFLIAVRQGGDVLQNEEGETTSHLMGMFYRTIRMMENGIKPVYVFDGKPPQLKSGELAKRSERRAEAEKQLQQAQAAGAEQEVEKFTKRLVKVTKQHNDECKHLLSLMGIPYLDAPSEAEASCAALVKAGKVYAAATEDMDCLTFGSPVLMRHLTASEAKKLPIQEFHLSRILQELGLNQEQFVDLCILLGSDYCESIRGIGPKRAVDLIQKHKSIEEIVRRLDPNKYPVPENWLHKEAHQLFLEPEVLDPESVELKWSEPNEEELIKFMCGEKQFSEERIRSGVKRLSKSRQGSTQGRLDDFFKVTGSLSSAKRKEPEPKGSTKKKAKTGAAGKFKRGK
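In this screen, 50 nM flap DNA substrate was added to 10 nM FEN1 pretreated with compound for 15 min at room temperature; cleavage was followed with reads at 0 and 15 min, and Hill fitting gave concentration–response parameters.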
N370S GC = inhibits or activates N370S mutant glucocerebrosidase. 330,000 tested, 0.092% active. N370S GC spleen homogenate, 4MU-glucoside fluorescence. Potency, µM (doses to about 59.4 µM), for inactives: at the top dose activity change, negative = inhibition, actives largely listed as inhibitors. P04062. AID 2101;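 further: 0% = full enzyme activity and -100% = no enzyme basal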
Numbers without * were called inactive; ? = inconclusive; . = not tested or not shown; & = joins results of further samples; [ ] = dose if it differs, or a comment. The call rests on the fitted dose curve; in most records, active means well fitted curve in the direction sought with a large enough effect; inconclusive means small, poorly fitted or top-dose-only effect, or another doubt; inactive means no such curve, though single readings can be large; an effect the other way counts as inactive or inconclusive. Unless noted, on the % scale 0 is the no-effect control and ±100 the full control effect; potency means the concentration at half of the fitted maximal effect.

SMILES | KAT2A inh | FEN1 inh | N370S GC
Clc1ccc(OCc2nnc(SCc3nc4ccccc4[nH]3)n2Cc2ccco2)cc1 | -16% | -12% | 23%
COc1cc(Cl)c(C)cc1NC(=O)Cn1ncc2c3ccccc3n(Cc3ccccc3)c2c1=O | 4% | -6% | .
CCOc1ccc(C2/C(=C(/O)c3ccc(OC)cc3)C(=O)C(=O)N2c2cc(C)on2)cc1OC (stereo not given) | -6% | -2% | -7%
Fc1ccc(C2CC(c3ccccc3)n3ncnc3N2)cc1 (stereo not given) | -18% | -7% | 2%
CCC(=O)OCC(=O)N=c1sccn1Cc1ccccc1Cl | -3% | 5% | -1%
CCOP(=O)(OCC)C(C)(C)NC(=O)c1cc([N+](=O)[O-])cc([N+](=O)[O-])c1 | ? | -6% | -4%
CSCCC(NC(=O)c1ccc(Cl)cc1Cl)C(=O)N1CCCCCCC1 (stereo not given) | 0% | -1% | -7%
CCCOC(=O)C1=C(C)N(C)C(=O)NC1c1cc2c(cc1[N+](=O)[O-])OCO2 (stereo not given) | 8% | 0% | 1%
N#Cc1nc(-c2ccco2)oc1N1CCC(Cc2ccccc2)CC1 | -6% | -18% | ?
C1CSC2(N1)C1CC3CC(C1)CC2C3 (stereo not given) | ? | -3% | 6%
O=C(CN1C(=O)CSc2ccccc21)N/N=C/c1ccco1 | -17% | 8% | 12%
Cc1ccc(C)c(N2CCN(C(=O)c3cc4sccc4n3C)CC2)c1 | ? | -16% | -4%
CCc1noc(C)c1C(=O)Nc1nnc(C2CCCCC2)s1 | -5% | . | 28%
CC(C)Cc1cc(CNC(=O)C2CCC(=O)N(Cc3cccc(C(F)(F)F)c3)C2)on1 (stereo not given) | -6% | -1% | -5%
Cc1cc(NC(=O)C2CC(c3ccccc3Cl)=NO2)no1 (stereo not given) | 0% | 0% | 4%
Cc1ccc(-n2c(CSc3nc(C)cc(C)n3)nnc2SCC(=O)Nc2nccs2)cc1 | -1% | -14% | 6%
COc1ccc(CNC(=O)CCc2c(C)c3cc4c(C)coc4cc3oc2=O)cc1 | -8% | 14% | .
Cn1c(SCC(=O)NC(=O)NCc2ccco2)nnc1-c1ccccc1 | -14% | -35% | 2%
CCn1cc(C(=O)NCc2ccco2)c(=O)c2cc(F)c(N3CCN(C(=O)c4ccco4)CC3)cc21 | -17% | -11% | 14%
COc1ccc(NC(=O)Nc2ccccc2F)cc1 | -1% | 2% | 4%
Cc1cccc(NC(=S)NC(=O)c2oc3ccccc3c2C)n1 | 1% | 4% | 2%
Oc1ccc(CCNc2ncnc3ccc(Cl)cc23)cc1 | -1% | -3% | -21%
COc1ccc2c(c1)O[C@@H](c1cccc(C(F)(F)F)c1)[C@H](OC(=O)N[C@H]1CCCc3ccccc31)C2=O | -15% | . | 7%&13%
O=C(COC(=O)CCc1ccc(S(=O)(=O)N2CCOCC2)cc1)Nc1ccc(Cl)cn1 | -6%&-4% | -4% | -1%&7%
Brc1ccccc1C1CC(c2ccccc2)=Nc2ccccc2N1 (stereo not given) | -8% | -20% | 10%

Rewritten with values ahead of the structure: seven of the compounds above.
| KAT2A inh | FEN1 inh | N370S GC | mol |
| --- | --- | --- | --- |
| 8% | 0% | 1% | CCCOC(=O)C1=C(C)N(C)C(=O)NC1c1cc2c(cc1[N+](=O)[O-])OCO2 (stereo not given) |
| -6% | -2% | -7% | CCOc1ccc(C2/C(=C(/O)c3ccc(OC)cc3)C(=O)C(=O)N2c2cc(C)on2)cc1OC (stereo not given) |
| -5% | . | 28% | CCc1noc(C)c1C(=O)Nc1nnc(C2CCCCC2)s1 |
| -15% | . | 7%&13% | COc1ccc2c(c1)O[C@@H](c1cccc(C(F)(F)F)c1)[C@H](OC(=O)N[C@H]1CCCc3ccccc31)C2=O |
| ? | -6% | -4% | CCOP(=O)(OCC)C(C)(C)NC(=O)c1cc([N+](=O)[O-])cc([N+](=O)[O-])c1 |
| -17% | 8% | 12% | O=C(CN1C(=O)CSc2ccccc21)N/N=C/c1ccco1 |
| -8% | 14% | . | COc1ccc(CNC(=O)CCc2c(C)c3cc4c(C)coc4cc3oc2=O)cc1 |

Single entries from the list:
For N370S GC, Cc1ccc(-n2c(CSc3nc(C)cc(C)n3)nnc2SCC(=O)Nc2nccs2)cc1 is entered as 6%
For FEN1 inh, N#Cc1nc(-c2ccco2)oc1N1CCC(Cc2ccccc2)CC1 is entered as -18%
For N370S GC, Fc1ccc(C2CC(c3ccccc3)n3ncnc3N2)cc1 (stereo not given) is entered as 2%
For KAT2A inh, CCc1noc(C)c1C(=O)Nc1nnc(C2CCCCC2)s1 is entered as -5%

Continuation.
SMILES | KAT2A inh | FEN1 inh | N370S GC
O=C(CN1CCC(N2CCCCC2)CC1)N1CCCc2ccccc21 | -1% | -2% | 7%
O=S(=O)(Nc1ccc(S(=O)(=O)Nc2nccs2)cc1)c1ccc2c(c1)OCCO2 | -6% | -8% | -4%
COc1cccc(C2=NN(C(=O)c3ccccc3)C(O)(C(F)(F)F)C2)c1 (stereo not given) | 2% | -1% | -10%
CN1CCN(C(=O)CCn2nc(-c3ccccc3)c3ccccc3c2=O)CC1 | 1% | -2% | -7%
CCN1C(=O)N[C@@H](c2ccco2)C(C(=O)OC)=C1C | . | -14% | 4%[12.8 µM]
CCCN(CCC)c1nn2c(=O)c(C(=O)NCc3cc(Br)ccc3OC)cnc2s1 | -8% | -2% | .
COc1cccc(CN2CC(C(=O)N(C)Cc3[nH]c4ccccc4c3C)CCC2=O)c1 (stereo not given) | 0% | -8% | -13%
COC(=O)c1sc(NC(=O)CSc2nc3cccnc3n2C2CCCCC2)nc1C | -3% | 16% | 0%
CC1(C)CC(=O)C=C(C(=O)N2CCCC(C(=O)c3cccc(C(F)(F)F)c3)C2)O1 (stereo not given) | 0% | 0% | -8%
O=C(NC1CC2CCCC(C1)N2C(=O)Nc1ccc(F)cc1)c1ccccc1 (stereo not given) | -2% | -4% | 9%
O=c1c2ccccc2[nH]c(=S)n1CCN1CCC(=C(c2ccc(F)cc2)c2ccc(F)cc2)CC1 | -7% | . | -23%
O=C(c1cc2ccccc2o1)N1CCCC1 | 10% | 14% | 8%
Cc1ccc(C)c(N(C(=O)c2snc(C(N)=O)c2N)C(C(=O)NCC2CCCO2)c2cccs2)c1 (stereo not given) | 3% | -4% | 10%
C=CCn1c(CCc2ccccc2)nnc1SCC(N)=O | -6% | -14% | 0%
CCCNC(=O)COc1coc(CN2CCN(c3cccc(Cl)c3)CC2)cc1=O | -18% | -13% | -3%
Cn1c(=O)c2c(O)cc(=O)n(-c3ccccc3)c2n(C)c1=O | -1% | -5% | -7%
Cc1cc2ncn(C(=O)c3ccc4c(c3)OCO4)c2cc1C | -2% | -3% | 11%
Cc1occc1-c1nnc(SCC(=O)NC2CCCC2)n1-c1ccccc1 | 1% | 1% | -5%
CC1=NN(C(C#N)c2ccccc2C)C(c2ccccc2)C1 (stereo not given) | -3% | -3% | -21%
COc1ccc(NC(=O)COC(=O)c2ccc(O)cc2)c([N+](=O)[O-])c1 | -5% | -7% | -1%
CC(C)(C)C1CCC2(CC1)C(C#N)=C(SCC(=O)NC1CCCCC1)NC(=O)C2C#N (stereo not given) | -11% | -7% | -10%
CCCCNC(=O)c1ccccc1SCC(=O)NC1CCCCCCC1 | 3% | -19% | .
Brc1ccc(-c2cn3ccccc3n2)s1 | -1% | -4% | -11%
CSc1ccc(CCNC(=O)c2c(C)nn(-c3ccc(F)cc3)c2-n2cccc2)cc1 | -9% | 5% | .
Cc1ccc2c(c1)N(C(=O)CCC(=O)NCCCN1CC(C)CC(C)C1)CCO2 (stereo not given) | -12% | -1% | -2%

3 compounds picked at random from the list so far:
SMILES | KAT2A inh | FEN1 inh | N370S GC
Cc1ccc(-n2c(CSc3nc(C)cc(C)n3)nnc2SCC(=O)Nc2nccs2)cc1 | -1% | -14% | 6%
CCOP(=O)(OCC)C(C)(C)NC(=O)c1cc([N+](=O)[O-])cc([N+](=O)[O-])c1 | ? | -6% | -4%
O=C(CN1CCC(N2CCCCC2)CC1)N1CCCc2ccccc21 | -1% | -2% | 7%

Next part:
SMILES | KAT2A inh | FEN1 inh | N370S GC
Cc1ccc2c(CSc3nc4ccccc4c(=O)n3CCCO)cc(=O)oc2c1C | 0% | ? | ?
CC(NC(=O)COC(=O)c1cc(=O)[nH]c2ccccc12)c1ccccc1 (stereo not given) | -3% | -12% | 23%
CCc1nnc(NC(=O)c2nc(SCc3ccccc3C)ncc2Cl)s1 | -11% | 2% | .
Cc1c(-c2nnc(SCC(=O)Nc3ccccc3F)o2)nnn1-c1ccc(F)cc1 | 3% | 26% | .
O=C(OCc1ccc([N+](=O)[O-])cc1Cl)c1cnccn1 | 36%[activator] | -12% | -9%
CC(=O)Cc1nsc(NC(=O)c2ccccc2Cl)n1 | -5% | 3% | 0%
Cc1nc(-c2ccc(S(=O)(=O)Nc3ccc(C)c(N(C)C)c3)cc2)co1 | -5% | -10% | .
COc1ccc(OC)c(/C=N/NC(=S)NCCc2ccccc2)c1 | -29% | -17% | ?
Cn1c(SCC(=O)Nc2ccc(F)cc2F)nnc1-c1cccnc1 | -8% | -11% | 7%
CCOC(=O)COc1ccc(/C=C2/C(=O)NN(c3ccc(F)cc3)C2=O)cc1OC | -8% | 10% | -3%
COc1ccc(/C=C(\C#N)C(=O)OCC(=O)N2CC(C)OC(C)C2)cc1 (stereo not given) | -5% | -19% | -1%
Cc1ccc(NC(N)=S)cc1 | 8% | 0% | -1%
Cc1nc(NC(=O)C23CCC(C)(C(=O)O2)C3(C)C)sc1C (stereo not given) | -7% | -3% | 2%
Cc1ccc(CSc2nc3ccncc3n2Cc2nc(-c3ccccc3C)oc2C)cc1 | -8% | -16% | .
O=C(Nc1ccccc1)/C(=C\c1cccs1)NC(=O)c1ccccc1 | 0% | 0% | 14%
COc1ccc(CC(=O)OCC(=O)NC2CCCCC2)cc1 | -2% | -1% | .
COc1cccc(-c2cc(C(F)(F)F)nc(N3CCC(C)CC3)n2)c1 | 29% | -18% | ?
CCOC(=O)c1ccc(NC(=O)c2cc3cc(C)ccc3n2C)cc1 | -1% | 16% | .
COc1ccc(-n2c(SCC(=O)N3CCOCC3)nc(O)c(Cc3ccccc3)c2=O)cc1 | -5% | -17% | -12%
CC(=O)c1c(COC(=O)c2ccccc2Cl)nc2ccccc2[n+]1[O-] | -4% | -8% | 0%
Nc1nonc1C(=O)NCCNCc1ccccc1OCc1ccc(F)cc1 | -3% | 9% | 1%
N#Cc1sc2nc(-c3ccccc3)cc(C(F)(F)F)c2c1N | -3% | -16% | 17%
Cn1c(=O)c(Cc2ccccc2)c(O)c2ccccc21 | 0% | -1% | 17%
O=C(O)CN1C(=O)/C(=C\c2cn(-c3ccccc3)nc2-c2ccccc2)SC1=S | -12% | ? | -6%
COc1ccc(NC(=O)C2C3CCC(O3)C2C(=O)O)cc1OC (stereo not given) | 9% | 6% | 0%
CCOC(=O)N1CCN(/C=C(\C#N)c2nc3ccccc3s2)CC1 | -7% | -15% | -8%
CCOC(=O)C1(c2ccccc2)NC(c2ccccc2C)C2C(=O)N(c3ccc4c(c3)OCO4)C(=O)C21 (stereo not given) | -4% | -11% | 3%

These rows are one share of the data; count on the stated rates, not on these rows.
